# Screening results deposited in PubChem by The Scripps Research Institute Molecular Screening Center.
# GPR151 ag = activates the human receptor GPR151; activation, % at 11.2 µM; AID 1508602; 650,000 tested, 1% active; PathHunter beta-arrestin GPR151 cells, luminescence; Q8TDV0; in the data active = activation above about 4.9%;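 also: 0% = median of compound wells and 100% = cells with positive control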
# Target sequence (Q8TDV0 whole entry, looked up): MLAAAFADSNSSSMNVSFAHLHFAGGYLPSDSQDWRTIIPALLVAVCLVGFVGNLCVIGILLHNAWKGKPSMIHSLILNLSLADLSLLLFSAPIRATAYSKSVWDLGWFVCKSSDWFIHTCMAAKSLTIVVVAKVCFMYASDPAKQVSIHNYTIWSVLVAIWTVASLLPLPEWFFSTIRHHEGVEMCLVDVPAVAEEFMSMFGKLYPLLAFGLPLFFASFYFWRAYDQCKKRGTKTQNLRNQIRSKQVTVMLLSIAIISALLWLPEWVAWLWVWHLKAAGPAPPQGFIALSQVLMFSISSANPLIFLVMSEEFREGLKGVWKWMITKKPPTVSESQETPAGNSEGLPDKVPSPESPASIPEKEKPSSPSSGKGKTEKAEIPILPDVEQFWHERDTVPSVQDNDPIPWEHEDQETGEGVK
# MITF inh = human MITF inhibition, primary screen. O75030. AlphaScreen MITF homodimerization, bead proximity signal. inhibition, % at 2.6 µM. 650,000 tested, 0.91% active. AID 1259374; in the data active = inhibition above about 50%;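 also: 0% = vehicle wells with protein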
# Target sequence (O75030 whole entry, looked up): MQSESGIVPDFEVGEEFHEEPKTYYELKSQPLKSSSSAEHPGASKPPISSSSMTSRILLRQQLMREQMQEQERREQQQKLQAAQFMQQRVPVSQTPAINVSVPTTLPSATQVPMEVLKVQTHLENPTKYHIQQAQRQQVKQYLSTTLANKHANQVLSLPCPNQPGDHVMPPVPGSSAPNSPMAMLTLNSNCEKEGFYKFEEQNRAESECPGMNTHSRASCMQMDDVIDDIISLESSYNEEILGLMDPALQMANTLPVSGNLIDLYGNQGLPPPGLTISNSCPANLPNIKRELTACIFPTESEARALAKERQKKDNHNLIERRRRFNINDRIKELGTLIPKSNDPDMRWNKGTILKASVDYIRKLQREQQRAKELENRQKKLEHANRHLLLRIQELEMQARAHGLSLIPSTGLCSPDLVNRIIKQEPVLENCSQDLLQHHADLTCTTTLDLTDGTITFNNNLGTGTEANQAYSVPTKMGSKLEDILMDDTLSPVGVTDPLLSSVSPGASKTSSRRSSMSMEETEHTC
# FBW7 act = human FBW7 E3 ligase activation, primary screen; normalized activity (activation), % at 26.1 µM; AlphaScreen FBW7–phospho-cyclin E peptide binding, activator screen; 650,000 tested, 0.13% active; in the data active = normalized activity above about 1.9%;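 also: purified mutant Fbw7 with reduced substrate affinity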
# TEAD-YAP block = TEAD-YAP interaction inhibition; HEK-TIYL cells, TEAD-Gal4/YAP UAS-luciferase luminescence; inhibition, % at 9.12 µM; 640,000 tested, 1.4% active; AID 1259422; in the data active = inhibition above about 32%;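 also: 0% = median of test compound wells and 100% = reference inhibitor wells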
# An asterisk follows results filed as active; . = no result given; & = joins results of further samples. The list is partial; the hit share may differ from the screen's.
# Values in the order: GPR151 ag, MITF inh, FBW7 act, TEAD-YAP block
CCOC(=O)C[N+]12CCC(CC1)C(C(O)(c1ccccc1)c1ccccc1)C2 (centres undefined)
 : -1.3, 14, 0.2, 5
COc1ccccc1-n1c(SC)nc2ccccc2c1=O
 : 0.9, 8, 0.1, 9
C[N+]1=Cc2cc3c(cc2CC1)OCO3
 : 1.7, 2, -0.1, .
CCn1c(SC)nnc1C1CCCNC1 (centres undefined)
 : 0.3, 6, 0.2, 3
COCC1=C(C(=O)OCc2ccccc2)C2(C(=O)Nc3ccccc32)C(C(=O)OC)=C(N)O1 (centres undefined)
 : 0.4, 18, 0.1, 5
Cc1nnc(NC(=O)C(C)Cl)s1 (centres undefined)
 : -1.6, -3, 0.0, -5
CN1CCc2c(C#N)c(Cl)nc(NCc3ccccc3)c2C1
 : -0.1, -7, -0.1, -5
CN1CCN(c2ccc(Cl)cc2N)CC1
 : -1.3, 9, 0.1, 4
N#CC(C#N)=Cc1ccccc1C(F)(F)F
 : 0.2, 7, -0.3, 10
CC1CC(C)CN(CC(=O)c2ccccc2Br)C1 (centres undefined)
 : 1.3, -2, 0.2, 1
CCCN1CCN(C(=O)Cc2c(C)nc3c(-c4ccccc4)c(C)nn3c2C)CC1
 : -1.9, 7, -0.2, 5
O=C(/C=C/c1cccnc1)C12CC3CC(CC(C3)C1)C2
 : -0.2, -11, 0.1, 3
COc1cc(OC)c(OC)cc1CNCCc1ccccc1
 : -1.0, -5, 0.1, 11
Cc1cccnc1NC1=NCC(C)(C)S1
 : 0.6, 14, 0.0, -10
CN(C)Cc1c[nH]c2ccc(OCc3ccccc3)cc12
 : 4.1, -7, -0.1, -7
N#CC(C#N)=Cc1cc(C(=O)CCl)c[nH]1
 : 0.9, -3, 0.1, 2
COc1ccc(C(=O)Nc2ccc(Cl)cc2C(=O)c2ccccc2Cl)cc1OC
 : -1.6, -15, 0.3, -12
O=C1NC(=S)NC(=O)C1=Cc1ccc(OCc2cccc(C(=O)O)c2)cc1
 : -7.8, 5, -0.2, 63*
Cc1c(CCN)c2ccccc2n1Cc1ccccc1
 : 0.2, -2, -0.2, -10
N=C1c2ccccc2CN1c1ccc([N+](=O)[O-])cc1
 : -2.7, -3, 0.0, -68
CCO/N=C\c1c[nH]c2ccc(Br)cc12
 : -1.1, 2, 0.1, -1
Cc1cccc(N2CCN(CC(=O)Nc3ccc(Br)cc3C(=O)c3ccccc3Br)CC2C)c1 (centres undefined)
 : -0.2, 6, -0.2, 2
COc1ccc(OCC(=O)N2CCN(Cc3ccccc3C)CC2)cc1
 : 0.1, 54*, 0.1, -6
COc1ccc(OC(=O)N(C)C)c(CN(C)C)c1
 : 3.0, -5, 0.2, 5
Cc1cc(OC(=O)c2ccco2)c2c3c(c(=O)oc2c1)CCC3
 : 0.3, 4, 0.0, 11
CC1=C(C(=O)OC(C)(C)C)C2(C(=O)Nc3ccc(F)cc32)C(C#N)=C(N)O1 (centres undefined)
 : 0.3, -1, 0.0, 0
Cc1ccc(CC(=O)N2CCN(Cc3ccc4c(c3)OCO4)CC2)cc1
 : 2.0, 11, -0.1, -1
OC1(c2ccccc2F)CC2CCC(C1)N2CCCOc1ccccc1 (centres undefined)
 : 0.1, -1, -0.1, 3
CC(Cc1ccc(F)cc1)NCc1cc(NC(=O)c2ccccn2)cc(C(=O)N(C)C)c1 (centres undefined)
 : 1.3, -9, -0.3, 0
Nc1nonc1-n1cc([N+](=O)[O-])nn1
 : -1.1, -12, 0.0, 3
O=C(NCc1cccs1)c1ccc(N2CC3CC(C2)c2cccc(=O)n2C3)c([N+](=O)[O-])c1 (centres undefined)
 : -1.3, -2, 0.2, 8
Cc1[nH]c2ccccc2c1CN(C)C
 : 2.2, 3, 0.0, -1
O=c1oc2ccccc2c(O)c1C(c1cccnc1)c1c(O)c2ccccc2oc1=O
 : -0.3, 23, 0.3, 1
O=C1/C(=C/c2cc([N+](=O)[O-])ccc2N2CCOCC2)N2CCC1CC2
 : 1.3, 5, -0.1, -6
Cc1cc(C)cc(N2C(=O)CC(=O)NC2=O)c1
 : -0.3, 4, -0.2, 4
CN1CCC(N(C)c2ncnc3sc4c(c23)CCCC4)CC1
 : 1.1, -9, -0.2, -2
O=C1N[C@@H](CO)C(=O)N2CCN(Cc3ccccn3)C[C@H]12
 : 1.0, -8, -0.2, 3
COc1ccccc1NC(=O)c1ccc(NC(=O)CN2CC=C(c3ccccc3)CC2)cc1
 : 1.5, 7, 0.2, -3
CCOC(=O)C1=C(N)Oc2c(c(=O)oc3ccccc23)C1c1ccc(Cl)c(Cl)c1 (centres undefined)
 : -0.3, 4, 0.1, 6
Fc1ccc(CN2CCc3nc4ccncc4cc3C2)cc1
 : 0.0, -4, 0.1, -1
CC(=O)NC(C(=O)NCc1ccc(F)cc1)C(C)C (centres undefined)
 : -0.2, 18, 0.4, 8
COc1ccccc1OCCCn1cc(C(C)=O)c2ccccc21
 : 1.5, 1, 0.0, 9
CC1(C)CN=C(Nc2ccc(N)cc2)S1
 : -0.2, -7, 0.1, 8
CCC(=O)N1N=C2C3CCN(CC3)C2C1c1cccc([N+](=O)[O-])c1 (centres undefined)
 : -1.0, 13, 0.2, -9
CN1C(=O)/C(=C/c2ccc(I)o2)C(=O)NC1=S
 : -0.5, 49, -1.2, -7
COc1ccc(/C=C/c2nc3ccccc3c(=O)n2-c2ccc(C)cc2)cc1
 : -1.3, 5, -0.1, -12
CN1CCN(c2ccc([N+](=O)[O-])c(Sc3nncn3C)c2)CC1
 : -0.1, 2, -0.1, 10
CC(=O)Nc1cc([As](=O)(O)O)ccc1O
 : -1.1, 20, 0.1, -2
N#CC1=C(N)Oc2c(c(=O)oc3ccccc23)C1c1cccc2ccccc12 (centres undefined)
 : 2.8, -5, 0.0, 4
CC12NCCN1C(=O)OC21CCCCC1 (centres undefined)
 : -2.5, 36, 0.2, 6
Cc1cccn2c(CNC(C)Cc3ccsc3)c(C(=O)N3CCOCC3)nc12 (centres undefined)
 : 0.3, -6, 0.0, 1
CN1C(=O)C(=Cc2ccc(O)c(O)c2)C(=O)N(C)C1=O
 : 0.3, 30, 0.1, -22
CN(C)c1ccc(C2SCC(=O)Nc3c2c(-c2ccccc2)nn3-c2ccccc2)cc1 (centres undefined)
 : 1.1, 6, -0.4, 4
CN1CCN(C(=O)Cc2c(F)cccc2Cl)CC1
 : 0.8, -7, -0.2, -2
CCC(C)c1ccc(N2C(=O)CC(=O)NC2=S)cc1 (centres undefined)
 : 1.0, 14, 0.0, 12
CCOC(=O)C1C2NC(=S)N(CCCOC)C1(C)Oc1ccc(Br)cc12 (centres undefined)
 : 3.6, 41, 0.0, 3
CCOc1ccc(CN(CCc2ccc3c(c2)OCO3)Cc2ccc(SC)cc2)cc1
 : -0.3, 50, 1.0, 1
Cc1cccc(CN2CCN(CC(=O)N3CCC4(CC3)OCCO4)C2=O)c1
 : -1.0, -10, 0.7, 6
Cc1nc2cc([N+](=O)[O-])ccc2c(=O)n1-c1ccccc1[N+](=O)[O-]
 : 1.3, 9, 0.1, 12
O=C(O)c1cc2ccccc2oc1=O
 : -0.2, -1, -0.1, -6

# Next section.
# Values in the order: GPR151 ag, MITF inh, FBW7 act, TEAD-YAP block
CCCN(CCC)S(=O)(=O)c1ccc(C(=O)Nc2ccc(Br)cc2C(=O)c2ccccc2)cc1
 : -1.4, 3, 0.2, 8
O=c1c2ccccc2nc(/C=C/c2cc(Br)ccc2O)n1-c1ccc([N+](=O)[O-])cc1
 : -1.1, 20, 0.0, 10
O=c1c2ccccc2nc(/C=C\c2ccc(F)c(F)c2)n1-c1ccc(Br)cc1
 : 2.2, 1, -0.1, 3
CC(C)N1CCN(Cc2ccccc2C(F)(F)F)CC1CCO (centres undefined)
 : 0.2, -1, 0.1, 9
CC(C)N(Cc1ccccc1)C(=O)C(C)(C)C
 : -1.4, 16, 0.4, 8
c1cc2ccc(N3CCNCC3)cc2cn1
 : 0.6, 0, ., .
CC1CN(c2ccc([N+](=O)[O-])c3cccnc23)CCN1 (centres undefined)
 : 0.7, -4, -0.2, 6
COc1ccc(CN2CCN(CC(C)C)C(CCO)C2)cc1OC (centres undefined)
 : -0.6, 4, -0.1, 4
c1ccc2c(CCN3CCC(c4nc(-c5ccsc5)no4)CC3)c[nH]c2c1
 : 1.1, 5, -0.1, 3
C[C@H]1CC[C@]2(NC1)O[C@H]1C[C@H]3[C@@H]4CC[C@H]5C[C@@H](O)CC[C@]5(C)[C@H]4CC[C@]3(C)[C@H]1[C@@H]2C
 : -0.4&-1.4, 2&-21, -0.2&0.0, -6&0
COc1cccc(-n2c(/C=C/c3cccc([N+](=O)[O-])c3)nc3ccccc3c2=O)c1
 : -0.3, -2, 0.2, -11
COc1ccc(N=Cc2c(O)n(C)c(=O)[nH]c2=O)cc1
 : -1.4, 4, -0.2, -9
C[N+](C)(C)CCOC(=O)CBr
 : 3.4, 10, 0.1, 13
O=c1oc2ccccc2c(O)c1C(c1cc(Cl)ccc1O)c1c(O)c2ccccc2oc1=O
 : 0.5, 2, 0.1, 7
CCOC(=O)c1nsnc1NCCCl
 : 1.0, 0, 0.1, 20
COc1cc(OC)c(OC)cc1C=O
 : 0.4, 14, 0.2, 5
NC1CCc2cc(O)c(O)cc2C1 (centres undefined)
 : -0.8, 23, 0.0, 1
COc1cccc(CCNCc2ccc(OC)c(Br)c2)c1
 : -0.4, 21, -0.2, -6
CCCCn1c(=O)c(C(=O)Nc2ccccc2Br)c(O)c2ccccc21
 : -0.2, -9, 0.0, 5
Cc1ccc(NP(C)(=O)c2nc3c(s2)CCCC3)cc1 (centres undefined)
 : 0.3, 24, 0.1, 6
CC1(C)CC(=O)CCP1(=S)c1ccccc1 (centres undefined)
 : 0.0, 12, 0.1, -2
CN1CCN(c2cc(=O)n(C)c(=O)n2C)CC1
 : -0.5, -1, 0.0, 0
COc1ccc(OC)c(/C=C2/C(=O)C3CCN2CC3)c1
 : -2.1, 12, 0.0, 3
O=c1c2ccccc2nc(Cc2ccccc2)n1-c1cccc(O)c1
 : 2.3, -17, 0.0, -38
Cc1ccc(NC(=O)c2c(O)c3ccccc3n(CCC(C)C)c2=O)c(Br)c1
 : 0.4, 10, 0.0, -4
CCN(CC)P1(=S)OC(c2ccc([N+](=O)[O-])cc2)=Nc2c1c(C)nn2CCC#N (centres undefined)
 : 1.9, 9, -0.2, 1
COCCCN=Cc1c(O)[nH]c(=S)[nH]c1=O
 : 1.4, -5, -0.1, 1
Cc1ccc(/C=C2/C(=O)NC(=O)N(c3ccc(Cl)cc3)C2=O)o1
 : -2.1, 17, 0.3, 5
CCN1C[C@@]2(COC)C3[C@@H](OC)[C@H]4[C@@H]1[C@]3(C(OC)C[C@H]2O)C1C[C@@]2(O)[C@H](OC(=O)c3ccccc3)C1[C@]4(OC(C)=O)[C@@H](O)[C@@H]2OC (some centres undefined)
 : 1.2&0.8, 11&-8, 0.2&-0.1, -8&-4
C=CCOC(=O)C1=C(C)OC(N)=C(C(=O)OCC)C12C(=O)N(C)c1ccccc12 (centres undefined)
 : 3.3, 2, 0.6, 8
CN1CCN(c2ncc(Br)cn2)CC1
 : -0.1, -9, 0.0, 5
Cc1cccc(-n2c(/C=C/c3cccc([N+](=O)[O-])c3)nc3ccccc3c2=O)c1
 : 0.0, 0, 0.0, 15
O=c1c2ccccc2nc(Cc2ccccc2)n1-c1ccccc1
 : -1.5, -1, 0.0, -46
CCn1c(C)c(C2=CCNCC2)c2ccccc21
 : -1.3, 19, -0.2, 3
CCOc1cc(CN2CCN(C(CC)CC)CC2)ccc1OC
 : 0.4, 78*, -0.1, 4
Cc1ccc(OCC(=O)N2CCN(C(C)C)CC2)cc1
 : 0.2, 34, -0.1, 10
Cc1cc([N+](=O)[O-])c(Cl)cc1NC(=O)c1cccs1
 : -1.7, 5, 0.3, 10
COc1ccc(CCNC(=O)CN2C3CCC2CC(O)(c2nccn2C)C3)cc1OC (centres undefined)
 : 1.6, 20, 0.0, -4
N#Cc1c(Cl)nc(NC23CC4CC(CC(C4)C2)C3)c(Cl)c1Cl
 : -0.4, 1, -0.1, 7

# Rewritten tab-delimited: part of the list above.
Compound	GPR151 ag	MITF inh	FBW7 act	TEAD-YAP block
Cc1ccc(/C=C2/C(=O)NC(=O)N(c3ccc(Cl)cc3)C2=O)o1	-2.1	17	0.3	5
CCN1C[C@@]2(COC)C3[C@@H](OC)[C@H]4[C@@H]1[C@]3(C(OC)C[C@H]2O)C1C[C@@]2(O)[C@H](OC(=O)c3ccccc3)C1[C@]4(OC(C)=O)[C@@H](O)[C@@H]2OC (some centres undefined)	1.2&0.8	11&-8	0.2&-0.1	-8&-4
C=CCOC(=O)C1=C(C)OC(N)=C(C(=O)OCC)C12C(=O)N(C)c1ccccc12 (centres undefined)	3.3	2	0.6	8
CN1CCN(c2ncc(Br)cn2)CC1	-0.1	-9	0.0	5
Cc1cccc(-n2c(/C=C/c3cccc([N+](=O)[O-])c3)nc3ccccc3c2=O)c1	0.0	0	0.0	15
O=c1c2ccccc2nc(Cc2ccccc2)n1-c1ccccc1	-1.5	-1	0.0	-46
CCn1c(C)c(C2=CCNCC2)c2ccccc21	-1.3	19	-0.2	3
CCOc1cc(CN2CCN(C(CC)CC)CC2)ccc1OC	0.4	78*	-0.1	4
Cc1ccc(OCC(=O)N2CCN(C(C)C)CC2)cc1	0.2	34	-0.1	10
Cc1cc([N+](=O)[O-])c(Cl)cc1NC(=O)c1cccs1	-1.7	5	0.3	10
COc1ccc(CCNC(=O)CN2C3CCC2CC(O)(c2nccn2C)C3)cc1OC (centres undefined)	1.6	20	0.0	-4
N#Cc1c(Cl)nc(NC23CC4CC(CC(C4)C2)C3)c(Cl)c1Cl	-0.4	1	-0.1	7
